# Source: PubChem BioAssay (National Center for Advancing Translational Sciences (NCATS))
# TDP-43 yeast inh = inhibitors of TDP-43 toxicity in yeast; 410,000 compounds, 1.8% hits; AID 652104; Potency, µM (doses to about 46.1 µM), for inactives: top-dose growth rescue (activation), usual class: activators; TDP-43 expressing yeast growth rescue, BacTiter-Glo, 24 h; also: potency is read from the fitted curve at half-maximal effect; % of control where 0% means no effect; nearly all actives have a fitted effect of over 50% in size
#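 Yeast expressing TDP-43 (pregrown in raffinose, seeded at OD600=0.02 in galactose medium) exposed to compounds 24 hr at 30 deg C. Growth read by BacTiter-Glo luminescence; rescue of toxicity appears as increased signal.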
# HEK293 tox = cytotoxicity counter-screen for GLP-1 receptor inverse agonists; 410,000 compounds, 0.13% hits; Potency, µM (highest dose often 38.3 µM), for the others: at the highest dose activity change, negative = inhibition, actives largely listed as inhibitors; HEK293 cAMP-luciferase reporter cells, luminescence, 24 h; AID 624418;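 also: loss of luciferase light is scored as toxicity; potency is read from the fitted curve at half-maximal effect; % is scaled to controls: 0 for no effect and ±100 for the full control effect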
#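 A 23 nL compound transfer followed 12 hours of cell culture at 37 deg C; exposure then lasted 24 hr. Luciferase assay detection reagent was dispensed and plates read for luminescence after a 12 min room-temperature wait.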
# DRD3 agonist = activates the human D3 dopamine receptor; P35462; D3R DiscoveRx beta-arrestin cells, luminescence, 90 min; max activation, %; 410,000 compounds, 0.58% hits; AID 652048; in the data active = max activation above about 30%; also: 0% is about no effect; mostly tested at two doses, the higher about 12 µM
# Target sequence (P35462 whole entry, looked up): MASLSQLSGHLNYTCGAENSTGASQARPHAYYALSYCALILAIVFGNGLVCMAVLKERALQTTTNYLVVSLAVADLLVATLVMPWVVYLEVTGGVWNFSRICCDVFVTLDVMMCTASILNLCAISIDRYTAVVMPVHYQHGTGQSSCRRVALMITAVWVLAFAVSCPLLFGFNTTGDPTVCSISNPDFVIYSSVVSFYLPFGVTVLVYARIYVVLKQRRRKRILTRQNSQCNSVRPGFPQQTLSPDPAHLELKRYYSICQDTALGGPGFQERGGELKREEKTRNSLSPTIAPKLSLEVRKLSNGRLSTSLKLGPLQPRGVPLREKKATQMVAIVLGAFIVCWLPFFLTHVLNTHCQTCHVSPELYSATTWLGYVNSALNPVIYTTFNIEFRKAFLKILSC
#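 Agonist-mode cell screen: cells plated at 1500/well and incubated overnight at 37 °C, then exposed to library compounds for 90 min at 37 °C. Detection reagent was added for 30–60 min at room temperature, and luminescence was read.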
# D3 antag = antagonists of human D3 dopamine receptor; P35462; max response, negative = inhibition, %; 360,000 compounds, 2.5% hits; D3R cells, DiscoveRx beta-arrestin luminescence, antagonist mode; stronger effect = lower value; in the data active = max response below about -50%; inconclusive = no clear call, values can overlap the other calls; also: % is scaled to controls: 0 for no effect and ±100 for the full control effect; mostly tested at two doses, the higher about 12 µM
#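 Cells expressing the human receptor were seeded at 1500 cells/well, incubated overnight at 37 degrees C in 5% CO2, then exposed to library compounds with dopamine controls for 90 minutes at 37 degrees C before luminescent detection.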
# PTHR1 agonist = PTHR1 (human) receptor agonism; Q03431; HEK293 GP2 PTHR1 cells, GloSensor cAMP luminescence, 1 h; Potency, µM (titrated, usually from 115 µM), for inactives: at the top dose activation, usual class: activators; 410,000 compounds, 0.075% hits; also: potency is read from the fitted curve at half-maximal effect; nearly all actives have a fitted effect of over 55% in size; some results filed as inactive show a strong effect at the top dose; inactives centre near -15; many of its hits are not listed in these tables
#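 HEK-293-derived GP2 cells expressing PTHR1 and a GloSensor cAMP reporter, 3,000/well, plated overnight, given luciferin plus IBMX (each 0.5 mM as added) for 1 h at 37 °C, then compound for 1 h at 37 °C. Luminescence was read after 15 min at room temperature.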
# GLP1R inv ag = acts as inverse agonist at human GLP-1 receptor | P43220 | HEK293 GLP-1R CRE-luciferase, luminescence, 24 h; GLP-1R form is constitutively active | Potency, µM (doses to about 38.3 µM), for the others: at the top dose activity change, negative = inhibition, usual class: inhibitors | 410,000 compounds, 1.6% hits; also: potency is read from the fitted curve at half-maximal effect; % is scaled to controls: 0 for no effect and ±100 for the full control effect; nearly all actives have a fitted effect of over 55% in size
# Target sequence (P43220 whole entry, looked up): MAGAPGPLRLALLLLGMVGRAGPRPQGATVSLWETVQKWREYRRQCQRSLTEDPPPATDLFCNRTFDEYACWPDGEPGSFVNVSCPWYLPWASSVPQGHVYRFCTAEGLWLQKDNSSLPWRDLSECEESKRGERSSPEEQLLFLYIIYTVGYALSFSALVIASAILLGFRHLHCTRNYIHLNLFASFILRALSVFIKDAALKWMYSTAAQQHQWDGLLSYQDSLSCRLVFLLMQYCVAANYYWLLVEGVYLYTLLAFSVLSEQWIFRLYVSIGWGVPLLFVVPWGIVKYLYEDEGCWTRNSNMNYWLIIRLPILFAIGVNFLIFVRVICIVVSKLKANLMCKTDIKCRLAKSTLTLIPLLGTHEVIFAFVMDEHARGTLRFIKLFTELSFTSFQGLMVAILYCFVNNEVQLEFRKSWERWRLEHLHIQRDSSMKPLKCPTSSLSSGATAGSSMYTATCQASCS
#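 Constitutively active GLP-1R drives a cAMP-responsive luciferase in stably transfected HEK293 cells; test compounds are added after overnight (12 h) attachment and left 24 hr, and signal loss in luminescence marks inhibition.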
# aSyn rescue = rescues yeast growth from alpha-synuclein toxicity; 370,000 compounds, 0.14% hits; AID 652106; Yeast expressing alpha-synuclein, growth rescue, BacTiter-Glo, 24 h; Potency, µM (doses to about 46.1 µM), without a hit: at the highest dose growth rescue (activation), usual class: activators; also: potency is read from the fitted curve at half-maximal effect; % of control where 0% means no effect; nearly all actives have a fitted effect of over 65% in size
#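 Rescue of yeast growth: cells expressing toxic alpha-synuclein, induced in galactose at OD600 0.02, incubated with compound 24 h at 30 C. ATP luminescence quantified growth; inhibitors of toxicity appear as activators.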
# GLP1R ag = activates the human GLP-1 receptor | P43220 | 380,000 compounds, 0.007% hits | Potency, µM (doses to about 45.6 µM), for inactives: at the top dose activation, most hits filed as activators | HEK293 GLP-1R CRE-luciferase, luminescence, 4-6 h; cells express a hypersensitive GLP-1R form; also: potency is read from the fitted curve at half-maximal effect; % of control where 0% means no effect
# KB-V1 cytotox = KB-V1 MDR subline cytotoxicity; KB-V1 MDR cells viability, CellTiter-Glo, 72 h; Potency, µM (titrated, usually from 46.1 µM), inactives show top-dose activity change, negative = cytotoxicity, most hits filed as cytotoxic; 400,000 compounds, 3.4% hits; also: potency is read from the fitted curve at half-maximal effect; % is scaled to controls: 0 for no effect and ±100 for the full control effect; nearly all actives have a fitted effect of over 60% in size
#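 Cytotoxicity via CellTiter-Glo luminescence after 72 h compound exposure at 37 degrees C. Cells: drug-selected KB-V1 line, DMEM phenol-red free plus 10% FBS. Compounds tested at multiple concentrations; normalized data fitted to concentration-effect curves.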
# * marks the source's active call; other numbers are inactive results; i = inactive; ? = inconclusive; nt = no result given; [ ] = another dose, or the depositor's remark. Unless noted, calls follow the shape of the dose curve; as a rule, active = well fitted curve in the direction sought with a large enough effect; inconclusive = small, poorly fitted or top-dose-only effect, or another doubt; inactive = no such curve, though single readings can be large; an effect the other way counts as inactive or inconclusive.
Structure	PTHR1 agonist	GLP1R ag	HEK293 tox	KB-V1 cytotox	TDP-43 yeast inh	GLP1R inv ag	D3 antag	DRD3 agonist	aSyn rescue
COc1ccc(CNCc2cc3c(cc2[N+](=O)[O-])OCO3)cc1	i	7%	-6%	0%	0%	-20%	?	-35	-3%
CCCCNC(=O)CC1N=C2c3ccccc3N=C(SCC(=O)Nc3ccccc3C)N2C1=O (stereo not given)	i	-5%	-23%	11%	22%	3%	6	14	-2%
COc1ccc(OC)c(CNC(=O)C2CCC(=O)N(CCCN3CCCC3=O)C2)c1 (stereo not given)	4%	-6%	8%	nt	-20%	20%	-23	-12	0%
CCS(=O)(=O)N1CCN(S(=O)(=O)c2ccccc2[N+](=O)[O-])CC1	i	-10%	7%	5%	-1%	9%	-8	6	0%
Cc1cc(C)n(-c2nc(Nc3ccccc3)nc(-n3nc(C)cc3C)n2)n1	-28%[57.5 µM]	-6%	-7%	14%	-8%	-18%	1	4	0%
CCn1ncc(C2=NOC(C(=O)Nc3c(C)nn(Cc4ccc(F)cc4)c3C)C2)c1C (stereo not given)	-15%	11%	1%	-7%	13%	-15%	0	-4	-6%
Cc1ccc(NC(=O)c2cncc(Br)c2)cc1S(=O)(=O)N(C)C	-17%	2%	-23%	-8%	-21%	23%	36	1	2%
Cc1ccccc1Nc1nccc(N(C)C)c1C#N	i	7%	-10%	5%	-10%	-15%	5	5	2%
COc1ccccc1C(=O)NNC1CC(=O)N(c2ccc3c(c2)OCCO3)C1=O (stereo not given)	-22%	0%	5%	-7%	1%	0%	1	-3	0%
O=C(NCC(c1cccnc1)N1CCOCC1)c1cccs1 (stereo not given)	i	-18%	69%[activator]	-14%	13%	12%	-1	-1	-7%
Cn1c(SC/C=C/c2ccccc2)nnc1-c1ccco1	i	13%	-7%	-9%	?	?	5	3	19%
CCOc1ccc2nc(N3CCCC(C(=O)Nc4cc(C)ccc4C)C3)sc2c1 (stereo not given)	-12%	nt	-7%	6%	26%	36%[activator]	nt	2	nt
O=C1CCN(C(=O)c2ccccc2)c2ccccc21	-5%	6%	0%	3%	22%	-2%	-14	-1	1%
N#CCCN(CCCN1CCOCC1)CN1C(=O)c2ccccc2C1=O	i	10%	4%	4%	23%	5%	-11	-2	-2%
CC(C)(c1ccc(O)cc1)c1ccc(O)c(C(=O)O)c1	i	6%	-4%	9%	0%	1%	-7	4	1%
Cn1cnc2c1c(=O)n(Cc1cccc(F)c1)c(=O)n2C	i	-1%	7%	-17%	-19%	6%	21	-4	1%
O=C(Cc1cccs1)Nc1cccc(-c2nnc(-c3ccco3)o2)c1	i	17%	-20%	?	0%	-7%	-14	-3	-17%
COC(=O)C1(C(F)(F)F)N=C(C(F)(F)F)Nc2ccc(Cl)cc21 (stereo not given)	-31%[inhibitor]	16%	-23%	2%	7%	0%	21	5	0%
Cc1nc2nc(NCc3ccccc3Cl)[nH]n2c(=O)c1Cc1ccccc1	-15%	nt	-5%	?	?	1%	nt	-6	nt
O=C1CN(C(=O)CSc2nc3ccccc3c(=O)n2CCCN2CCOCC2)c2ccccc2N1	i	3%	-1%	-18%	-11%	12%	-17	-13	0%
CC(=O)C1=C(C)NC(=O)NC1c1ccccc1 (stereo not given)	i	-10%	-3%	18%	-12%	2%	-2	1	-5%
N#CCc1nn2c(-c3ccccc3)ccnc2c1C#N	i	-5%	8%	?	13%	62%[activator]	30	2	1%
O=C(COC(=O)c1c[nH]c(=O)[nH]c1=O)Nc1ccccc1Br	i	-7%	4%	-1%	5%	17%	6	-2	-2%
COc1ccc(C2c3cc(OC)c(OC)cc3CCN2C2CC(=O)N(c3ccccc3)C2=O)cc1OC (stereo not given)	i	5%	-3%	8%	-25%	39%[activator]	25	11	0%
COc1ccc(Cn2ccc3nc(C)c(C(=O)NCc4ccc(C)cc4)cc3c2=O)cc1	-24%	nt	-12%	-12%	26%	?	nt	0	nt

# Among those listed so far, these contain an aryl thioether with sulfur outside any ring.
Structure	PTHR1 agonist	GLP1R ag	HEK293 tox	KB-V1 cytotox	TDP-43 yeast inh	GLP1R inv ag	D3 antag	DRD3 agonist	aSyn rescue
Cn1c(SC/C=C/c2ccccc2)nnc1-c1ccco1	i	13%	-7%	-9%	?	?	5	3	19%
O=C1CN(C(=O)CSc2nc3ccccc3c(=O)n2CCCN2CCOCC2)c2ccccc2N1	i	3%	-1%	-18%	-11%	12%	-17	-13	0%

# More structures:
Structure	PTHR1 agonist	GLP1R ag	HEK293 tox	KB-V1 cytotox	TDP-43 yeast inh	GLP1R inv ag	D3 antag	DRD3 agonist	aSyn rescue
O=C(CSc1nc(C(F)(F)F)cc(=O)[nH]1)N1CCCC1	-2%	-13%	17%	9%	7%	10%	16	-3	-4%
CCC(Cc1ccccc1)NC(=O)c1cccc(Nc2nc3ccccc3nc2-n2nc(C)cc2C)c1 (stereo not given)	i	nt	-3%	11%	5%	3%	nt	-3	nt
O=C(NCc1ccccc1)C(c1ccc(F)cc1)N1CCN(c2ccccc2F)CC1 (stereo not given)	-39%[inhibitor]	nt	-3%	-32%	9%	?	-5	-9	-1%
COc1ccc(N2CCN(C(=O)c3cn(CC(C)C)c(=O)c4c3c3ccccc3n4C)CC2)cc1	-5%	nt	0%	-4%	?	?	nt	10	nt
O=C(Nc1ccc(Br)cc1)C1CCCN1S(=O)(=O)c1cccs1 (stereo not given)	-34%[inhibitor]	4%	10%	-24%	?	?	-2	-2	6%
COc1ccc(-c2ccc(SCC(=O)NC3CCCC3)nn2)cc1	-1%	-6%	-24%	12%	9%	-10%	7	2	0%
CC(C)Sc1nc2ccccc2n1CC(=O)O	i	8%	-4%	5%	0%	9%	3	6	-1%
Cc1cc([N+](=O)[O-])nn1CC(=O)N1CCCc2ccccc21	-19%	5%	-10%	-1%	11%	11%	3	1	8%
C[C@H](CO)N1C[C@H](C)[C@H](CN(C)C(=O)c2ccc(N3CCN(C)CC3)cc2)OCc2cnnn2CCCC1=O	-23%	15%	-5%	15%	22%	9%	16	3	-7%
CN(C)CCN1CCN(c2cc(-c3cccc(Cl)c3)nc3ccnn23)CC1	i	-3%	3%	7%	6%	-15%	-22	0	-3%
Cc1cc(/C=N/NC(N)=S)c(C)n1-c1cccc(Cl)c1	-12%	8%	?	-20%	2%[0.397 µM]	?	-1	-8	17%
COc1ccc(CCn2c(=O)c3cccnc3n(CC(=O)Nc3c(C)cc(C)cc3C)c2=O)cc1OC	i	nt	-13%	0%	3%	7%	nt	-1	nt
COc1ccccc1N(C)S(=O)(=O)c1ccc(Cl)c(C(=O)N2CCC2)c1	-5%	3%	4%	?	16%	-10%	0	2	0%
Cc1[nH]c2ccccc2c1C(=O)CN1C(=O)NC(C)(c2ccc(Cl)cc2Cl)C1=O (stereo not given)	i	17%	?	?	-10%	13µM*	0	1	4%
CCCCSc1nnc(CCCCCNC(=O)OC(C)(C)C)o1	-23%	7%	16%	-33%	0%	0%	-8	-1	0%
COc1ccc(NC(=S)NCc2ccc3c(c2)OCO3)cc1	i	24%	11%	-13%	-5%	13%	8	-4	1%

# Complete entries as entered above. Order of screens: PTHR1 agonist	GLP1R ag	HEK293 tox	KB-V1 cytotox	TDP-43 yeast inh	GLP1R inv ag	D3 antag	DRD3 agonist	aSyn rescue
# O=C(CSc1nc(C(F)(F)F)cc(=O)[nH]1)N1CCCC1 across the screens: -2%	-13%	17%	9%	7%	10%	16	-3	-4%
# COc1ccc(-c2ccc(SCC(=O)NC3CCCC3)nn2)cc1 across the screens: -1%	-6%	-24%	12%	9%	-10%	7	2	0%
# Cc1cc(/C=N/NC(N)=S)c(C)n1-c1cccc(Cl)c1 across the screens: -12%	8%	?	-20%	2%[0.397 µM]	?	-1	-8	17%

# 3 compounds from above, reduced to PTHR1 agonist.
molecule	PTHR1 agonist
O=C(CSc1nc(C(F)(F)F)cc(=O)[nH]1)N1CCCC1	-2%
CCC(Cc1ccccc1)NC(=O)c1cccc(Nc2nc3ccccc3nc2-n2nc(C)cc2C)c1 (stereo not given)	i
O=C(NCc1ccccc1)C(c1ccc(F)cc1)N1CCN(c2ccccc2F)CC1 (stereo not given)	-39%[inhibitor]

# Not all compounds are listed; the hit share may differ from the screen's.
